Screening data from PubChem BioAssay.
G9a block: qHTS Assay for Inhibitors of Histone Lysine Methyltransferase G9a; Histone-lysine N-methyltransferase EHMT2 (Homo sapiens), Q96KQ7; 350,000 compounds, 8.8% hits; G9a H3K9 monomethylation, AlphaScreen, 2 h; Potency, µM (series often up to 102 µM), for inactives: at the top dose activity, negative = inhibition, actives largely listed as inhibitors; note: potency is the fitted concentration of half-maximal effect; % is set by controls: 0 for no effect and ±100 for the full control effect; nearly all actives have a fitted effect of over 75% in size
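Step 1: enzyme (final 20 nM) with compound, 15 min RT. Step 2: substrate peptide 500 nM and SAM 20 uM, 2 h RT. Step 3: anti-H3K9me1 antibody and AlphaScreen beads, 10 min, then plate read.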
JMJD2A Tudor inh: qHTS Assay for Inhibitors of JMJD2A-Tudor Domain | Lysine-specific demethylase 4A (Homo sapiens), O75164 | AlphaScreen JMJD2A-Tudor / H3K4me3 peptide binding | Potency, µM (doses to about 114 µM), for the others: at the top dose activity change, negative = inhibition, usual class: inhibitors | 390,000 compounds, 4.4% hits; note: potency is the fitted concentration of half-maximal effect; % is set by controls: 0 for no effect and ±100 for the full control effect; nearly all actives have a fitted effect of over 50% in size
BAZ2B block: qHTS Assay for Inhibitors of BAZ2B; AID 504333, 2011; Potency, µM (highest dose often 114 µM), inactives show at the highest dose activity change, negative = inhibition, hits mostly inhibitors; AlphaScreen BAZ2B-H3K14Ac peptide displacement; Bromodomain adjacent to zinc finger domain protein 2B (Homo sapiens), Q9UIF8; 360,000 compounds, 4.4% hits; note: potency is the fitted concentration of half-maximal effect; % is set by controls: 0 for no effect and ±100 for the full control effect; nearly all actives have a fitted effect of over 60% in size
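In this displacement format the biotinylated H3(5-23) peptide acetylated at Lys14 serves as ligand at 50 nM, with BAZ2B at 50 nM in PBS pH 7.4 containing 0.01% Tween-20. Donor and acceptor beads are 10 ug/mL final.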
GLS inhibitor: qHTS for Inhibitors of Glutaminase (GLS); Glutaminase kidney isoform, mitochondrial (Homo sapiens), O94925; GLS enzymatic activity, qHTS titration; Potency, µM (top dose mostly 45.5 µM), inactives show top-dose activity change, negative = inhibition, actives largely listed as inhibitors; 410,000 compounds, 0.21% hits; note: potency is the fitted concentration of half-maximal effect; % is set by controls: 0 for no effect and ±100 for the full control effect
Target sequence (O94925 whole entry, looked up, canonical isoform): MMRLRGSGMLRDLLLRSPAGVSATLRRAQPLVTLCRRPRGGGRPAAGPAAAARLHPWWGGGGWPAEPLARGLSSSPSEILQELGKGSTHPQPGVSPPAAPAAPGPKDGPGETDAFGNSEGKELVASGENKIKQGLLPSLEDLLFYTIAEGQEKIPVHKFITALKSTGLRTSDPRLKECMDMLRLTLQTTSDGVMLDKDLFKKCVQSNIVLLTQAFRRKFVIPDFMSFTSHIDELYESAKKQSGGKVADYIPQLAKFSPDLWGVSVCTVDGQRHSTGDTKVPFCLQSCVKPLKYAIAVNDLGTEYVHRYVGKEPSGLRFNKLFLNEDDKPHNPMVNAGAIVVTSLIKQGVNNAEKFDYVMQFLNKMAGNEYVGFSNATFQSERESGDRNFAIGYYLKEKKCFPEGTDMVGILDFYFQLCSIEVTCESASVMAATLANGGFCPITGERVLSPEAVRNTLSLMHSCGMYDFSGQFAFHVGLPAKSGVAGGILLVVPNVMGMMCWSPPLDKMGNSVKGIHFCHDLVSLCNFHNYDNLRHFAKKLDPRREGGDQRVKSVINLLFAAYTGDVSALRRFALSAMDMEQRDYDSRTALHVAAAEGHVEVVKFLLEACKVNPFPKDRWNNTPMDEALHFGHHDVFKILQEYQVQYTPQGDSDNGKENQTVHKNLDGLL
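Compounds were pin-transferred onto hKGA, after which L-glutamine (1 mM solution) and a detection mix of glutamate oxidase, HRP and Amplex Red were added. Initial and 30 min RT fluorescence reads were collected.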
HP1b chromo inh: HTS for Inhibitors of HP1-beta Chromodomain Interactions with Methylated Histone Tails; AID 540317, 2011; AlphaScreen HP1-beta / biotin-H3K9me3 peptide binding; Potency, µM (highest dose often 114 µM), without a hit: at the top dose activity change, negative = inhibition, hits mostly inhibitors; 390,000 compounds, 0.56% hits; Chromobox protein homolog 1 (Homo sapiens), P83916; note: potency is the fitted concentration of half-maximal effect; nearly all actives have a fitted effect of over 70% in size; inactives centre near 23
Target sequence (P83916 whole entry, looked up): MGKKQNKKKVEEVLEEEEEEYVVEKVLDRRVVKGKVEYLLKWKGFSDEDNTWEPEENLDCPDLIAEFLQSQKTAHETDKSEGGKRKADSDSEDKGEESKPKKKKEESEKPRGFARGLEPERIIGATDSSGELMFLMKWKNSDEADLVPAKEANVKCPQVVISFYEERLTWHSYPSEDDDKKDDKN
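HP1-beta protein (50 nM final) preincubated 30 min at room temperature with biotinylated H3(1-18)K9me3 peptide (50 nM) in PBS pH 7.4, 0.01% Tween-20, then compound added for 30 min. AlphaScreen streptavidin donor/nickel chelate acceptor beads (10 ug/mL final), 30 min dark, luminescence read.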
PGK inhibitor: qHTS Assay to Find Inhibitors of Phosphoglycerate Kinase; Phosphoglycerate kinase, glycosomal (Trypanosoma brucei brucei), P07378; PGK/GAPDH coupled, Kinase-Glo luminescence, 60 min; 380,000 compounds, 0.043% hits; AID 602233, 2012; Potency, µM (titrated, usually from 57.5 µM), for inactives: top-dose activity change, negative = inhibition, actives largely listed as inhibitors; note: potency is the fitted concentration of half-maximal effect; % is set by controls: 0 for no effect and ±100 for the full control effect; nearly all actives have a fitted effect of over 60% in size
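Recombinant glycosomal PGK reaction used 1,3-bisphosphoglycerate generated in-well by GAPDH (100nM final) in 100mM TEA pH 7.6, 5mM MgCl2, 0.01% Tween-20. After 60 minutes at room temperature, ATP was read by Kinase-Glo Plus luminescence end-point.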
Pin1 inh: qHTS Assay to Find Inhibitors of Pin1; Peptidyl-prolyl cis-trans isomerase NIMA-interacting 1 (Homo sapiens), Q13526; Pin1 FP peptide displacement, HiFluor488, 10 min; Potency, µM (top dose mostly 115 µM), without a hit: top-dose activity, negative = inhibition, most hits filed as inhibitors; 390,000 compounds, 0.009% hits; AID 504891, 2011; active = well fitted inhibition curve with a large enough effect in the polarisation, with a control signal flat, not every such curve was filed as active; inconclusive = small, poorly fitted or top-dose-only effect, or effect the other way, or a change in a side signal; inactive = no such curve, though single readings can be large or run the other way; the % refers to the polarisation; note: potency is the fitted concentration of half-maximal effect; % is set by controls: 0 for no effect and ±100 for the full control effect
Target sequence (Q13526 whole entry, looked up): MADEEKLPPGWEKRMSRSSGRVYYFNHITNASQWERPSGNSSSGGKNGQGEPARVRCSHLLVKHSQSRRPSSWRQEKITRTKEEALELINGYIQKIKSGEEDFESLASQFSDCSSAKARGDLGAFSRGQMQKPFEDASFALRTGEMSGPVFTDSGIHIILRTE
ERG Ets-DNA blk: qHTS for Small Molecule Inhibitors of the ERG Ets/DNA interaction. fluorescence polarization, His-ERG Ets domain / labelled DNA. Transcriptional regulator ERG (Homo sapiens), P11308. AID 624246, 2012. 370,000 compounds, 0.028% hits. Potency, µM (series often up to 76.9 µM), inactives show at the highest dose FP activity, negative = inhibition, usual class: inhibitors; active = well fitted inhibition curve with a large enough effect in the polarisation, with a control signal flat; inconclusive = small, poorly fitted or top-dose-only effect, or effect the other way, or a change in a side signal; inactive = no such curve, though single readings can be large or run the other way; the % refers to the polarisation;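 note: polarization taken with two DNA probes labelled with fluorescein and Texas red; potency is the fitted concentration of half-maximal effect; % of control where 0% means no effect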
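His-tagged ERG Ets domain (1 uM in the protein solution; 300mM KCl, 50mM Tris-HCl, 1mM EDTA, 1mM DTT, pH 7.5) received compound, then a probe mix of 5 nM fluorescein-DNA and 100nM Texas-615-DNA. Fluorescence polarization was read for both dyes.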
PI4K2A block: qHTS for small molecular inhibitors of PI4K2A; Phosphatidylinositol 4-kinase type 2-alpha (Homo sapiens), Q9BTU6; purified PI4K2A, ADP-Glo luminescence, 1 h; hits give low values; activity change, negative = inhibition, % at 76.9 µM; 420,000 compounds, 0.13% hits; AID 1346378, 2018; in the data active = activity change below about -50%; inconclusive = mostly about -30% to -49%;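 note: -100% = wells without enzyme as full effect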
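PI4K2A activity was measured by ADP-Glo luminescence: enzyme (4 ug/mL stock) and phosphatidylinositol (1.2 mM stock) in Tris pH 7.5/MgCl2/EGTA/Triton X-100 buffer were reacted with ATP (300 microM stock) for one hour at ambient temperature.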
Starred values were filed as active, the others as inactive; i = inactive; ? = inconclusive; / = not tested or not shown; & = joins results of further samples; [ ] = remark or other dose. Unless noted, calls come from the whole dose curve; as a rule, active = well fitted curve in the direction sought with a large enough effect; inconclusive = small, poorly fitted or top-dose-only effect, or another doubt; inactive = no such curve, though single readings can be large; an effect the other way counts as inactive or inconclusive.

SMILES	G9a block	JMJD2A Tudor inh	BAZ2B block	GLS inhibitor	HP1b chromo inh	PGK inhibitor	Pin1 inh	ERG Ets-DNA blk	PI4K2A block
COc1ccc(OC)c(CNC(=O)CCCc2cn(C)c3ccccc23)c1	?	?	?	-1%	13%	-5%	0%	-3%	-3
Cc1ccc(/C=c2/sc3nnc(-c4ccccc4Cl)n3c2=O)o1	11µM*	22µM*	40µM*	-21%	-35%	-6%	8%	5%	5
CNC(=S)n1cnc(N)n1	13%	-13%	-12%	1%	27%	0%	?	8%	-1
O=C(Nc1ccc(F)cc1)C1CCN(c2ncnc3c2nc2n3CCCCC2)CC1	44%[activator]	22%	-22%	-1%	42%[activator]	i	-5%	-4%	-1
COc1ccc(-c2cc(C(=O)Nc3ccccc3O)c3ccccc3n2)cc1OC	?	-28%	-18%	14%	-1%	-8%	-4%	-2%	-2
COc1ccc(-c2sc3ccc(OC)cc3c2-c2ccc(OC)nc2)cc1	/	-12%	/	1%	24%	-2%	3%	-7%	-5
COc1cc(CCNc2ccc3nnc(-c4ccccc4)n3n2)cc(OC)c1OC	-46%	-13%	-22%	3%	41%[activator]	-5%	?	1%	0
CC(C)c1ccc(/C=N/NC(=O)CC(=O)NC2CCCCC2)cc1	-5%[0.501 µM]	0%	1%	0%	51%[activator]	2%	-1%	4%	4
c1ccc(Cn2ccc(-c3cnc(-c4ccccc4)s3)n2)cc1	293%[activator]	150%[activator]	124%[activator]	6%	273%[activator]	i	4%	5%	-8
CCCCN1C2=NCCCN2c2cc(C)c(C)cc21	13%[2.33 µM]	-9%	-6%	-13%	43%[activator]	-1%	0%	-15%	-8
Cn1nc(CC(=O)N2CCN(c3ccccc3)CC2)c2ccccc2c1=O	-36%[12.7 µM]	-23%	-4%	40%[activator]	8%	-2%	-8%	2%	-5
C=CCNC(=O)COc1ccc(N(C)S(=O)(=O)c2ccc(NC(C)=O)cc2)cc1	12%	-3%	-15%	-14%	29%	-9%	?	-8%	5
Cc1ccc(CNC(=O)c2ccc(NC(=O)c3nsc4ccccc34)cc2)cc1	5%[59 µM]	1%	3%	-11%	25%[57 µM]	-10%	6%	6%	-3
CCOc1ccc(C2CC(=O)NC(SC)=C2C#N)cc1 (stereo unspecified)	-16%	-10%	-1%	-8%	51%[activator]	i	-7%	-15%	5
CCCn1c(SCC(O)c2cccc(OC)c2)nc2ccccc21 (stereo unspecified)	-4%[59 µM]	-8%	10%	7%	14%	i	-5%	1%	-1
CCOc1ccccc1CNC(=O)c1cn(-c2ccc(OC)cc2)c(=O)c2ccccc12	?	-16%	?	-19%	18%	0%	3%	3%	2
COc1ccc(OCC(O)Cn2ccnc2C)cc1 (stereo unspecified)	7%[59 µM]	-22%	9%	2%	26%	6%	1%	/	-2
Cc1c(N2C(=O)CSC2c2ccco2)c(=O)n(-c2ccccc2)n1C (stereo unspecified)	-13%	1%	2%	2%	8%	-4%	-3%	20%	-2
CS(=O)(=O)N1CCN(c2ccc(NC(=S)NC(=O)c3ccc4c(c3)OCO4)cc2)CC1	?	-22%	-1%	21%	28%	-6%	18%	-13%	2
CCn1ccnc1CN1CCC(n2nccc2NC(=O)CCc2ccccc2)CC1	/	-17%	0%	5%	16%	5%	0%	9%	3
CCCN1CCN(CCNC(=O)Nc2ccc(OC)c(OC)c2)CC1	-6%[59 µM]	-13%	-30%	9%	3%	-8%	-3%	5%	1
Cc1nccn1CC1CCc2c(c3ccccc3n2C)C1=O (stereo unspecified)	-8%[12.7 µM]	-22%&-22%	-7%	19%&9%&-27%	15%&11%	0%&1%	-13%&-1%	-6%&4%	-6&1&0
COc1cccc(CN(C(=O)/C=C/c2ccco2)C2CCS(=O)(=O)C2)c1 (stereo unspecified)	18µM*	-19%	-29%	-5%	10%	-2%	0%	11%	-16
O=C(Nc1ccon1)c1ccc(Br)o1	-43%[59 µM]	-10%	5%	1%	22%	8%	4%	-3%	0
CCC(C)(C)n1nnnc1C(c1ccc2ncccc2c1)N1CCN(c2ccc(O)cc2)CC1 (stereo unspecified)	10µM*	14µM*	-33%	?	13%[57 µM]	-1%	-2%	-7%	-2

3 entries from above, sorted by the value under HP1b chromo inh, lowest first:
SMILES	G9a block	JMJD2A Tudor inh	BAZ2B block	GLS inhibitor	HP1b chromo inh	PGK inhibitor	Pin1 inh	ERG Ets-DNA blk	PI4K2A block
Cc1ccc(/C=c2/sc3nnc(-c4ccccc4Cl)n3c2=O)o1	11µM*	22µM*	40µM*	-21%	-35%	-6%	8%	5%	5
COc1ccc(-c2sc3ccc(OC)cc3c2-c2ccc(OC)nc2)cc1	/	-12%	/	1%	24%	-2%	3%	-7%	-5
CNC(=S)n1cnc(N)n1	13%	-13%	-12%	1%	27%	0%	?	8%	-1

Going on with the list.
SMILES	G9a block	JMJD2A Tudor inh	BAZ2B block	GLS inhibitor	HP1b chromo inh	PGK inhibitor	Pin1 inh	ERG Ets-DNA blk	PI4K2A block
COCCNC(=O)c1cc2c(-c3ccccc3F)nn(C)c2s1	23%[59 µM]	-10%	3%	-17%	14%	3%	-1%	-1%	-2
COc1ccc(-n2c(NCCN(C)C)nc3sc4c(c3c2=O)CCCCC4)cc1	-48%[59 µM]	-17%	?	28%	2%	-12%	?	4%	3
COc1cc2nc(CC(C)C)n(NC(=O)c3ccccc3Br)c(=O)c2cc1OC	/	-23%	5%	0%	20%	i	-1%	-3%	1
Cc1cccn2c(=O)c3cc(C(=O)N4c5ccccc5CC4C)n(C)c3nc12 (stereo unspecified)	3%[59 µM]	-6%	-4%	-1%	66%[activator]	i	-6%	-15%	1
O=C1CC(Sc2ncccn2)C(=O)N1c1ccccc1C(F)(F)F (stereo unspecified)	?	-10%	-4%	0%	37%	-12%	-7%	2%	-4
O=C(CSCCO)Nc1cccc2ccccc12	50µM*	1%	11%	0%	38%	-6%	2%	-9%	0
Cc1ccc(C)c(OCCC(=O)OCC(=O)NC2CCS(=O)(=O)C2)c1 (stereo unspecified)	-1%	-11%	11%	4%	18%	-8%	-4%	12%	2
Cc1c(OCc2ccc(C(=O)O)cc2)ccc2c(-c3ccccc3)cc(=O)oc12	?	-13%	-28%	14%	31%	-16%	-4%	-8%	0
N#CCc1ccc(Oc2ncccn2)cc1	13%[0.501 µM]	-30%	0%	-17%	28%	/	-9%	-5%	-3
COC(=O)CCCC1=CC2=C(c3ccccc3)C(=O)C(C)(OC(=O)C3CCCC3)C(=O)C2=CN1C1CCCCC1 (stereo unspecified)	?	?	?	19%	?	-1%	-12%	-5%	-11
Cc1cc(NC(=O)CCC(=O)N(c2ccccc2)C(C(=O)NC2CCCC2)c2ccncc2)no1 (stereo unspecified)	11%[59 µM]	9%	2%	-6%	19%	-9%	-1%	-4%	13
CCN(C(=O)CSc1nc2ccccc2c(=O)n1CCOC)C1CCS(=O)(=O)C1 (stereo unspecified)	10%	-4%	-4%	2%	13%	6%	4%	-12%	-7
Cc1nn(C(=O)COc2ccccc2)c(C)c1Sc1ccccc1	144%[activator][59 µM]	68%[activator]	185%[activator]	-2%	262%[activator]	/	-5%	6%	0
COc1ccc(OC)c(NC(=O)C2CCN(S(=O)(=O)c3c(C)noc3C)CC2)c1	20%[12.7 µM]	-20%	2%	-1%	61%[activator]	i	-7%	13%	-3
O=C(N/N=C/c1c(Cl)cccc1Cl)c1ccc(-n2cnnn2)cc1	10%[12.7 µM]	-25%	2%	0%	26%	1%	10%	6%	-1
C=C(C)COc1ccc(-c2ncncc2-c2ccc(Cl)cc2)c(O)c1	1%[2.33 µM]	-19%	-11%	9%	41%[activator]	2%	-3%	2%	-5
S=c1nccc(-c2cc(Cl)sc2Cl)[nH]1	13%[59 µM]	1%	-5%	20%	35%	2%	0%	-4%	7
Cc1nn(C)c(C)c1CCC(=O)N1CCCC(C(=O)c2cccc(OC(C)C)c2)C1 (stereo unspecified)	7%	-25%	-2%	1%	11%	-3%	-9%	-10%	1
Cc1cc(C)c(C)c(S(=O)(=O)N2CCN(c3ncnc4sc(C)c(C)c34)CC2)c1C	-14%[12.7 µM]	-6%	-9%	-6%	26%	-8%	-6%	6%	-4
